RORgamma inh: blocks mouse ROR gamma transcriptional activity. AID 2551. P51450. 310,000 compounds, 5.4% hits. Potency, µM (highest dose often 53.6 µM), for the others: at the top dose activity change, negative = inhibition, hits mostly inhibitors. Drosophila S2 Gal4-RORgamma UAS-luciferase reporter, 20 h; note: % is set by controls: 0 for no effect and ±100 for the full control effect; nearly all actives have a fitted effect of over 60% in size
Target sequence (P51450 whole entry, looked up, the tested form may be a part): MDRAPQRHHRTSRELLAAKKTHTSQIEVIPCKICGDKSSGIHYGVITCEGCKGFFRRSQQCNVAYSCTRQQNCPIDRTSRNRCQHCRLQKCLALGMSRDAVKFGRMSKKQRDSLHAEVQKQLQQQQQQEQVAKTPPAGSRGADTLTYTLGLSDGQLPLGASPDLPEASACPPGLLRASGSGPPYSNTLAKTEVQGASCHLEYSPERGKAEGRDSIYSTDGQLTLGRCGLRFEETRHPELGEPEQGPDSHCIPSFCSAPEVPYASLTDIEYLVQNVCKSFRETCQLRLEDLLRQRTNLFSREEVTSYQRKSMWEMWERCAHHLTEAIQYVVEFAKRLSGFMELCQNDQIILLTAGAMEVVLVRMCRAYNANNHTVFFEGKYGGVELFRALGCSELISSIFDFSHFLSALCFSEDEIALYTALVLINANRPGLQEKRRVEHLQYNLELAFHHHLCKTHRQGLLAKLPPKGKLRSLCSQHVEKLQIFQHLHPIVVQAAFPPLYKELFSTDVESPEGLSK
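Read-out: Photinus luciferase luminescence; inhibitors lower reporter signal. Insect Schneider cells with Gal4-ROR gamma fusion under metallothionein promoter, UAS reporter; 700 uM final copper sulfate induction, 20 hr, ambient temperature.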
p53 reactivator: re-activators of mutant p53. H1299 p53-A138V BP100-luciferase reporter, luminescence, 24 h. Potency, µM (top dose mostly 92.2 µM), for the others: at the top dose activity change, positive = activation, usual class: activators. 320,000 compounds, 0.063% hits. AID 504706; note: % of control where 0% means no effect; nearly all actives have a fitted effect of over 45% in size
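H1299 (p53-null), stable ts p53-A138V + BP100-Luc; 1000 cells/well, Opti-MEM/10% FBS; cpd 4 pt, 1:5; 24 h, 37 deg C, 5% CO2; detection reagent 10 min RT; luminescence.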
MLL CXXC-DNA inh: inhibitors of human MLL CXXC domain-DNA interaction | Q03164 | MLL-CXXC / FITC-HOXA9 DNA fluorescence polarization | Potency, µM (top dose mostly 115 µM), inactives show at the top dose activity change, negative = inhibition, usual class: inhibitors | 290,000 compounds, 0.037% hits | AID 2662; active = well fitted inhibition curve with a large enough effect in the polarisation, with a control signal flat, not every such curve was filed as active; inconclusive = small, poorly fitted or top-dose-only effect, or effect the other way, or a change in a side signal; inactive = no such curve, though single readings can be large or run the other way; the % refers to the polarisation
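Fluorescence polarization: 7 uM MLL-CXXC (stock) preincubated 5 min with compounds, then 50 nM fluorescein-HOX-A9 DNA (stock) added; 30 min ambient. Buffer 50 mM Tris-HCl pH 7.5, 50 mM NaCl, 1 mM DTT, 0.05% BSA.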
FLuc counter: counter-screen for miR-21 project: firefly luciferase inhibitors or activators; P08659; purified FLuc, Km substrates, luminescence inhibition; Potency, µM (titrated, usually from 57.5 µM), inactives show at the top dose activity change, negative = inhibition, most hits filed as inhibitors; 360,000 compounds, 6.9% hits; AID 588342;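 note: plate controls were vehicle for no effect and reference inhibitor for full effect; nearly all actives have a fitted effect of over 55% in size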
Target sequence (P08659 whole entry, looked up): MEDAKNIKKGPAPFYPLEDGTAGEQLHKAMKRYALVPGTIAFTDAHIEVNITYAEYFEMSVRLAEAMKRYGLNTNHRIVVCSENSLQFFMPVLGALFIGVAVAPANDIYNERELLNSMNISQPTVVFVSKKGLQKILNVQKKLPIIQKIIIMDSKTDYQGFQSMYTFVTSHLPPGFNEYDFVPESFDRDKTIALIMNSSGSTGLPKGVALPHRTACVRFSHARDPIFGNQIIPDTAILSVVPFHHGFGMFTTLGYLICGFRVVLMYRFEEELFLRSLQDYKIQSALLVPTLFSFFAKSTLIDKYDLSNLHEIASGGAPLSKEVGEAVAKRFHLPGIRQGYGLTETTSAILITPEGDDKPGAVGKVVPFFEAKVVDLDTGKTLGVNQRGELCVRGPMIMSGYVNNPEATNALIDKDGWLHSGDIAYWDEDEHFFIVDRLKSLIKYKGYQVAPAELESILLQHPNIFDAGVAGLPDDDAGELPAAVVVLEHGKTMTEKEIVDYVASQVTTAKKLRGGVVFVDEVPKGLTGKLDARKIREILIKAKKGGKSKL
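Purified P. pyralis luciferase (10nM final) with 10uM D-luciferin and 10uM ATP (Km levels) in 50mM Tris acetate pH 7.5, 10mM Mg acetate, 0.01% Tween-20, 0.05% BSA; qHTS 6-point titration, ~60 µM downward; luminescence read.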
BRCA1 expr up: BRCA1 expression activation. 380,000 compounds, 1.1% hits. Potency, µM (top dose mostly 46.1 µM), for the others: top-dose activation, most hits filed as activators. AID 624202. MCF7-BRCA1-FFLuc reporter, luminescence, 48 h; response scale: scaled: vehicle 0%, 10 µM genistein 100%; note: nearly all actives have a fitted effect of over 80% in size; some results filed as inactive show a strong effect at the top dose
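Compounds are tested at multiple concentrations on MCF7 BRCA1-luciferase reporter cells seeded at 2000 per well; after 48 h, a single luminescence end-point is taken and curves fitted to the normalized data.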
ELG1 genotoxic: inducers of genotoxicity in HEK293T ELG1-luciferase cells; 330,000 compounds, 1.3% hits; AID 504466; HEK293T ELG1-luciferase reporter, luminescence, 16 h; Potency, µM (series often up to 46 µM), for inactives: at the top dose activity change, positive = activation, hits mostly activators; note: % of control where 0% means no effect; nearly all actives have a fitted effect of over 60% in size
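DMSO vehicle served as control against compound-treated ELG1-luciferase HEK293T cells; exposure lasted 16 hr at 37 °C and 5% CO2, followed by ONE-Glo luminescence detection after 30 min.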
NPC1 promoter act: activates the NPC1 promoter; Huh7 NPC1 promoter luciferase reporter, 24 h; Potency, µM (series often up to 9.22 µM), for inactives: top-dose activation, most hits filed as activators; 320,000 compounds, 2.4% hits; AID 485313;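 note: % of control where 0% means no effect; nearly all actives have a fitted effect of over 60% in size; reporter is driven by a mutant NPC1 promoter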
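Compounds in DMSO were transferred onto Huh7 NPC1-luciferase reporter cells pre-incubated 2 h; after 24 h at 37 °C, Amplite reagent was dispensed and luminescence recorded 10 min later.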
uPA generation: cell surface uPA generation inhibition | cell surface uPA generation assay, qHTS | Potency, µM (highest dose often 38.3 µM), without a hit: top-dose activity change, negative = inhibition, most hits filed as inhibitors | 330,000 compounds, 0.31% hits; active = well fitted inhibition curve with a large enough effect; inconclusive = small, poorly fitted or top-dose-only effect; inactive = no such curve, though single readings can be large or run the other way; tested in mouse RAW 264.7 cells; note: % is set by controls: 0 for no effect and ±100 for the full control effect; nearly all actives have a fitted effect of over 55% in size
Rab9 prom act: Rab9 promoter activation | Huh7 Rab9 promoter-luciferase reporter, luminescence, 24 h | 320,000 compounds, 2.8% hits | Potency, µM (highest dose often 9.22 µM), for the others: at the highest dose activation, negative = inhibition, usual class: activators; note: % of control where 0% means no effect; nearly all actives have a fitted effect of over 60% in size
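Luminescence read-out: Huh7 cells stably expressing Rab9-luciferase, treated 24 h with compound at 37 °C, then lysed with luciferase reagent for 10 min at ambient before reading.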
MBNL1-CUG inh: MBNL1-poly(CUG) RNA binding inhibition. TR-FRET MBNL1-His/biotin-(CUG)12 binding, 665/545 ratio. Potency, µM (series often up to 57.5 µM), without a hit: top-dose activity change, negative = inhibition, usual class: inhibitors. 280,000 compounds, 0.036% hits. AID 2675; active = well fitted inhibition curve with a large enough effect in the signal ratio, with a control signal flat, not every such curve was filed as active; inconclusive = small, poorly fitted or top-dose-only effect, or effect the other way, or a change in a side signal; inactive = no such curve, though single readings can be large or run the other way; the % refers to the signal ratio; note: % is set by controls: 0 for no effect and ±100 for the full control effect
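TR-FRET readout: Ex 340 nm, 665/545 nm emission ratio, normalized to buffer-only (basal) and MBNL1-(CUG)12 controls. Complex of MBNL1-His with Biotin-(CUG)12, compounds 92 nM–58 uM, incubated 60 min at room temperature.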
VP16 counter: Gal4-VP16 reporter inhibition counter-screen; AID 2546; Potency, µM (series often up to 53.6 µM), for inactives: at the top dose activity, negative = inhibition, most hits filed as inhibitors; Drosophila S2 Gal4-VP16 UAS-luciferase, luminescence, 20 h; 310,000 compounds, 3.5% hits;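 note: Gal4-VP16 expression switched on by copper sulfate through the metallothionein promoter; % is set by controls: 0 for no effect and ±100 for the full control effect; nearly all actives have a fitted effect of over 50% in size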
* hit, by the source's call; ? = inconclusive; / = not tested or not shown; [ ] = remark or other dose. Unless noted, calls come from the whole dose curve; as a rule, active = well fitted curve in the direction sought with a large enough effect; inconclusive = small, poorly fitted or top-dose-only effect, or another doubt; inactive = no such curve, though single readings can be large; an effect the other way counts as inactive or inconclusive. Potency is the fitted concentration of half-maximal effect. This is a subset; the hit share may differ from the screen's.

Second line of a record: RORgamma inh	p53 reactivator	MLL CXXC-DNA inh	FLuc counter	BRCA1 expr up	ELG1 genotoxic	NPC1 promoter act	uPA generation	Rab9 prom act	MBNL1-CUG inh	VP16 counter
1. Fc1ccc(NC(=S)NCCN2CCOCC2)cc1
→ -13%	1%	33%[activator]	5%	-11%	-2%	-1%	-1%	-2%	-5%	-5%
2. CCOc1ccc(N(CC(=O)O)S(=O)(=O)c2ccc(OC)c(OC)c2)cc1
→ -18%	2%	-8%	-1%	-18%	5%	3%	3%	-1%	-18%	-5%
3. CCC(C)(C)NC(=O)c1ccc2c(c1)N(CC(=O)OC)C(=O)C(C)(C)O2
→ -2%	17%	-3%	0%	-22%	2%	-4%	-2%	9%	-10%	3%
4. O=C(c1ccco1)N1CCN(Cc2csc(-c3ccccc3Cl)n2)CC1
→ 16%	-19%	19%	?	80%	30%	?	-5%	/	0%	-19%
5. O=C1C=C(c2ccc3ncccc3c2)C[C@@H](c2ccc3c(c2)OCO3)C1
→ /	8%	/	1%	-57%	0%	-30%	?	-27%	/	/
6. CC(=O)C1C(c2cccc([N+](=O)[O-])c2)C2C(C)=NN=C2CC1(C)O (configuration not stated)
→ -14%	6%	18%	0%	-15%	-2%	1%	2%	1%	-1%	0%
7. CC(=O)Nc1ccc(N2C(=O)CCC2=O)cc1C
→ -13%	-1%	2%	0%	-18%	1%	2%	-1%	-7%	-4%	1%
8. COc1ccc(C)cc1N(CC(N)=O)S(=O)(=O)c1ccc(C)cc1
→ 11%[10 µM]	-4%	1%	-1%	-3%	2%	0%	3%	7%	4%	-3%
9. COc1ccc(NS(=O)(=O)c2ccc(-c3n[nH]c(=S)n3Cc3ccccc3)cc2)cc1
→ -41%	-3%	11%	2%	22%	3%	1%	3%	-1%	8%	-1%
10. COc1ccnc(-n2cccc2C#N)c1C#N
→ -13%	1%	-11%	0%	-8%	4%	5%	-2%	6%	-3%	-4%
11. COc1ccc(S(=O)(=O)NCCc2nnc3ccc(SCc4cccnc4)nn23)cc1
→ 6%	-1%	3%	-1%	-5%	1%	2%	19%	-2%	-2%	-4%
12. CC(C)(C)N(CC#CCC1(O)c2ccccc2-c2ccccc21)CCO
→ -1%	-1%	0%	0%	-7%	-2%	6%	4%	-1%	-22%	-1%
13. O=C1Nc2cc3c(cc2C1=O)sc1ccccc13
→ ?	6%	-1%	-1%	-6%	1%	-5%	1%	-1%	/	-25%
14. O=[N+]([O-])c1ccc(-n2nnnc2CN2CCOCC2)cc1
→ 2%	8%	2%	3%	0%	1%	-3%	3%	-5%	?	-1%
15. CCc1ccccc1N1CC(C(=O)Nc2cc(S(=O)(=O)N3CCCC3)ccc2Cl)CC1=O (configuration not stated)
→ /	-8%	/	/	-16%	-3%	-1%	-5%	-5%	/	/
16. Nc1ccc(Nc2ccccc2)cc1
→ ?	-2%	-9%	-13%	3%	-3%	-7%	?	-11%	-1%	-5%
17. O=C(Nc1ccccc1)C(Cc1ccccc1)NC(=O)C12CC3CC(CC(C3)C1)C2 (configuration not stated)
→ 1%	0%	20%	0%	2%	-1%	-6%	20%	1%	-8%	0%
18. COC(=O)/C=C1\SC(=Nc2ccc(OC)cc2)NC1=O
→ -17%	-2%	-8%	-20%	-8%	0%	-3%	7%	0%	2%	-9%
19. CC(OC(=O)c1cc2sccc2n1C)C(=O)NC(C)(C)C (configuration not stated)
→ 10%	-5%	0%	-1%	-35%	-7%	-8%	-8%	0%	4%	0%
20. COc1cc(CCC(=O)OCC(=O)Nc2ccccc2C(C)C)cc(OC)c1OC
→ -3%	16%	-3%	0%	6%	2%	5%	3%	0%	13%	-6%

5 compounds already listed, sorted by number of heavy atoms, largest number first:
Second line of a record: RORgamma inh	p53 reactivator	MLL CXXC-DNA inh	FLuc counter	BRCA1 expr up	ELG1 genotoxic	NPC1 promoter act	uPA generation	Rab9 prom act	MBNL1-CUG inh	VP16 counter
20. COc1cc(CCC(=O)OCC(=O)Nc2ccccc2C(C)C)cc(OC)c1OC
→ -3%	16%	-3%	0%	6%	2%	5%	3%	0%	13%	-6%
12. CC(C)(C)N(CC#CCC1(O)c2ccccc2-c2ccccc21)CCO
→ -1%	-1%	0%	0%	-7%	-2%	6%	4%	-1%	-22%	-1%
14. O=[N+]([O-])c1ccc(-n2nnnc2CN2CCOCC2)cc1
→ 2%	8%	2%	3%	0%	1%	-3%	3%	-5%	?	-1%
13. O=C1Nc2cc3c(cc2C1=O)sc1ccccc13
→ ?	6%	-1%	-1%	-6%	1%	-5%	1%	-1%	/	-25%
16. Nc1ccc(Nc2ccccc2)cc1
→ ?	-2%	-9%	-13%	3%	-3%	-7%	?	-11%	-1%	-5%

Remaining list, next part:
Second line of a record: RORgamma inh	p53 reactivator	MLL CXXC-DNA inh	FLuc counter	BRCA1 expr up	ELG1 genotoxic	NPC1 promoter act	uPA generation	Rab9 prom act	MBNL1-CUG inh	VP16 counter
21. Cc1occc1-c1nnc(SCC(=O)NC2CC2)n1C(C)C
→ /	/	-1%	-2%	-1%	4%	5%	-2%	6%	-6%	/
22. C/C(N)=C(/C#N)C(=O)CN1CCCCC1
→ -34%	1%	-5%	1%	-8%	1%	-1%	0%	5%	-8%	1%
23. Cc1c(C(=O)NCc2ccc3c(c2)OCO3)sc2nc(-c3ccccc3)cn12
→ -36%	4%	5%	?	58%	-3%	14%	-21%	18%	8%	0%
24. CCOc1ccc(NS(=O)(=O)c2cccc(C(=O)N(C)Cc3ccco3)c2)cc1
→ /	-8%	/	/	-32%	0%	-2%	-4%	1%	/	/
25. CC1CCCN(C2=C(Cl)C(=O)N(c3cccc(Cl)c3)C2=O)C1 (configuration not stated)
→ 13%	12%	-2%	-2%	-1%	0%	0%	-6%	-2%	/	-12%
26. COc1ccc(CC(=O)Nc2cccc(/C(C)=N/NC(=O)C3(C)CC3(Br)Br)c2)cc1 (configuration not stated)
→ ?	-14%	14%	-1%	-31%	-17%	-1%	6%	3%	-1%	-13%
27. CCN1CCN(c2oc(/C=C/c3ccccc3)nc2C#N)CC1
→ 0%	-1%	-19%	-6%	14%	1%	5%	1%	1%	?	-1%
28. COc1ccc(S(=O)(=O)N2CCN(CC(=O)NCC3(N4CCOCC4)CCCCC3)CC2)cc1
→ /	-3%	/	7%	8%	-5%	-1%	7%	-6%	/	/
29. O=C(COc1ccc(S(=O)(=O)NCCc2ccccc2)cc1)N1CCCC1
→ -15%	-3%	2%	-1%	-21%	0%	-1%	-4%	0%	-8%	13%
30. COC(=O)c1cc2nc(-c3ccccc3)cc(C)n2n1
→ 4%	-10%	-2%	0%	-5%	-2%	-1%	-4%	-1%	?	8%
31. CC(C)Cc1ccc(S(=O)(=O)NCC2CCCO2)cc1 (configuration not stated)
→ ?	-10%	3%	6%	-16%	-8%	-1%	1%	-4%	-1%	-9%
32. Cc1nn(CC(=O)Nc2nnc(CC(=O)N3CCCC3)s2)c(=O)c2ccccc12
→ ?	-5%	0%	0%	5%	4%	1%	7%	2%	-3%	-2%
33. O=S(=O)(c1ccc2c(c1)N(Cc1ccc(Cl)cc1)C1CCCN21)N1CCOCC1 (configuration not stated)
→ -14%	3%	-6%	5%	-10%	2%	-5%	5%	4%	5%	-3%
34. CCOC(=O)N1CCN(CCC(=O)Nc2cccc(Cl)c2C)CC1
→ -3%	?	-5%	-11%	-13%	0%	2%	0%	-2%	-2%	0%
35. Cc1ccc(C(=O)NC(C)CCc2ccccc2)cc1[N+](=O)[O-] (configuration not stated)
→ 0%	0%	-6%	-5%	-12%	-4%	0%	6%	1%	10%	?
36. O=c1c2ccccc2nnn1CSc1nnc2ccccn12
→ -18%	?	0%	15µM*	5.6µM*	18µM*	3.5µM*	-5%	3.2µM*	14%	1%
37. Clc1ccc(-n2nnc(-c3cccnc3Cl)n2)cc1Cl
→ 30%	20%	7%	1.3µM*	4µM*	10µM*	1µM*	11%	1.1µM*	10%	26%
